# Source: PubChem (several laboratories)
# Arr AP2 block – inhibitors of human beta-arrestin and AP2 interaction. inhibition, % at 10 µM. FITC-arrestin peptide / GST-AP2 beads, flow cytometry; AP2 beta2 appendage carries R879A mutation. AID 504490. actives 0.31% (n = 340,000);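 active = inhibition above a set limit, near 3 SD of compounds lacking own fluorescence, cut at about 54% in these data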;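 also: plate controls were DMSO wells for no effect and 5 µM unlabelled arrestin peptide for full effect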
#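 Material – AP2 appendage R879A on GSH beads · Buffer or medium – PBS with 0.05% Tween 20 and 0.1% BSA · Probe or stimulus – fluorescein-tagged arrestin peptide at 50 nM final · Incubation – compound with beads 12 min RT, then probe 1 h RT · Detection – high-throughput flow cytometry of beads, ex 488, em 535 nm · Evaluation – percent response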
# C-LANA FP – KSHV C-LANA DNA binding inhibition | actives 0.078% (n = 340,000) | MBP-C-LANA/FAM-LBS DNA binding, fluorescence polarization | inhibition, % at 9 µM;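 active = highest replicate inhibition at or above 60% at 9 µM, even if other replicates fall short; inactive = all replicates below 60% inhibition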;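 also: 0% = neutral control wells and 100% = 4 µM acridine orange control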
# DSG3 Ab inh – blocks pemphigus antibody binding to human desmoglein-3 | P32926 | DSG3-coupled beads, scFv-anti-DSG3-GFP binding, flow cytometry; active compounds read low | binding (percent of control), % at 10 µM | actives 0.48% (n = 310,000) | AID 588358;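 active = binding more than 3 SD below its plate's average and above zero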;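 also: hits lower antibody fragment binding to DSG3; some compounds called inactive have numbers as strong as hits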
# CAL PDZ FP-1 – CAL PDZ (human) peptide binding inhibition | purified CAL PDZ, TMR-peptide fluorescence polarization, 1 h | inhibition, % at 24.9 µM | actives 0.92% (n = 300,000) | AID 602252;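 active = mean inhibition of at least 30% with at least half of replicates also reaching 30%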;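 also: 0% = DMSO neutral control and 100% = excess unlabeled competitor peptide PRC23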
# Keap1 Nrf2 FP – Keap1-Nrf2 (human) interaction inhibition. inhibition, % at 9.4 µM. Keap1 Kelch-Nrf2 peptide fluorescence polarization, 1536-well. Q14145. actives 0.15% (n = 340,000); in the data active = inhibition above about 12%;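 also: human Keap1 Kelch domain with fluorescein labeled Nrf2 9mer peptide probe; 0% = neutral control wells and 100% = peptide positive control; higher means more block of Keap1 binding to Nrf2 peptide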
# Target sequence (Q14145 whole entry, looked up, the tested form may be a part): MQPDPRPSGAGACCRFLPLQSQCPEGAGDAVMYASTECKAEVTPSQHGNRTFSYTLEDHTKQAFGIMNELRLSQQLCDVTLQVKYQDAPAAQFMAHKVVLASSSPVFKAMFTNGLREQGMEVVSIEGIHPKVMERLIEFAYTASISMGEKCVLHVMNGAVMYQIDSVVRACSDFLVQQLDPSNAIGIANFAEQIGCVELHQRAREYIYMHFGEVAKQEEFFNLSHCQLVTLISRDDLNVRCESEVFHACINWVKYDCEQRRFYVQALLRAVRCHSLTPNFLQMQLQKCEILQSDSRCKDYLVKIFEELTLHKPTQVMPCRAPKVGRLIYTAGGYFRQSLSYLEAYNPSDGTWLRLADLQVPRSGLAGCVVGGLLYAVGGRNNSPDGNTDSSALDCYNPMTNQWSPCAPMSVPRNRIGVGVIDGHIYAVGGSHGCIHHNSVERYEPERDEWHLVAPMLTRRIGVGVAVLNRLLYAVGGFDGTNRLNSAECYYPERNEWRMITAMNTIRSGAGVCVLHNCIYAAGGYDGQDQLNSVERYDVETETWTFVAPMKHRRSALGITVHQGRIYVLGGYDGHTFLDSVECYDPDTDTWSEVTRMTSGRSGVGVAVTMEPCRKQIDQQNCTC
# DAGLB inhibitor – diacylglycerol lipase beta (human) inhibition | HEK293T DAGLB membrane lysate, EnzChek fluorogenic substrate | actives 0.059% (n = 340,000) | Q8NCG7 | inhibition, % at 5.17 µM; in the data active = inhibition above about 34%;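 also: 0% = enzyme with vehicle and 100% = wells lacking enzyme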
# CAL PDZ FP-2 – blocks peptide binding to human CAL PDZ domain | purified CAL PDZ, TMR-peptide fluorescence polarization, 1 h | inhibition, % at 20 µM | actives 0.02% (n = 330,000) | AID 504414;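 active = highest replicate inhibition of at least 40%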;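 also: plate controls were DMSO neutral control wells for no effect and unlabeled competitor peptide control wells for full effect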
#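 Material: tagged CAL PDZ protein CerCALP, purified; buffer or medium: sodium phosphate/NaCl buffer pH 7.4 with TCEP, IgG, Thesit; also added: fluorescent TMR peptide probe; schedule: 1 h incubation at room temperature before polarization reading; technique: fluorescence polarization from S- and P-plane intensities, G-factor corrected; control set: unlabelled peptide and DMSO controls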
# NSD2 inh – blocks human histone methyltransferase NSD2; NSD2 peptide methylation, AlphaScreen, 120 min; inhibition, % at 12.5 µM; actives 0.54% (n = 310,000); AID 743445; in the data active = inhibition above about 50%
# V-ATPase pH – yeast V-ATPase proton transport regulation by pHLuorin. S. cerevisiae, pHLuorin cytosolic pH fluorescence. response, % at 10 µM. actives 0.37% (n = 350,000). AID 504577; in the data active = response mostly above about 7.3%, no sharp cut-off; inactive = mostly below about 5.4%; also: actives read high; inactives centre near 0; some compounds called inactive have numbers as strong as hits
# Cardiac RTF inh – cardiac RTF calcium desensitization. P19429+P45379. IANBD-labeled cardiac RTF, Ca2+ fluorescence. inhibition, % at 7.15 µM. actives 0.12% (n = 340,000);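 active = inhibition above the mean inhibition of all tested compounds plus 3 SD, cut at about 17% in these data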;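 also: assay run at fixed EC70 calcium of 1.6 mM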
# An asterisk follows results filed as active; · = not tested or not shown; & = joins results of further samples.
SMILES,Arr AP2 block,C-LANA FP,DSG3 Ab inh,CAL PDZ FP-1,Keap1 Nrf2 FP,DAGLB inhibitor,CAL PDZ FP-2,NSD2 inh,V-ATPase pH,Cardiac RTF inh
Cc1ccc(S(=O)(=O)N2CCN(C(=O)c3ccc4c(c3)OCO4)CC2)cc1,16.1,-1.3,107.6,-1.6,-0.4,-3.8,-4.3,-2.2,-9.1,6.8
COc1ccc(CCn2c(-n3nc(C)cc3C)nc3c2c(=O)[nH]c(=O)n3C)cc1,3.4,-1.1,·,-3.3,-6.7,0.0,·,1.1,-3.0,-0.5
O=C(c1ccc([N+](=O)[O-])o1)N1CCN(c2nc3c(F)cc(F)cc3s2)CC1,-7.0,1.4,99.2,-3.2,0.4,2.9,-1.5,1.9,31.0*,-6.5
CC(/C=N/NC(=O)c1nnn(-c2nonc2N)c1CN(C)C)=C\c1ccco1,-2.9,2.3,102.2,·,-6.7,-2.8,-2.1,2.3,1.2,-7.2
COc1ccccc1CN1CCC(n2nccc2NC(=O)CCCc2ccccc2)CC1,0.2,-1.7,114.3,-3.6,-0.2,-4.4,-4.5,1.8,1.5,-4.0
O=C(Nc1ccc(-n2cc(Cl)cn2)cc1)c1ccncc1,6.4,3.3,101.9,-6.1,3.6,0.5,0.3,5.8,2.2,-5.9
O=[N+]([O-])c1cccc(CN2C[C@@]34C=C[C@@H](C[C@@H]3S2(=O)=O)O4)c1,-6.4,-0.7,107.4,4.0,-1.8,0.6,-0.3,·,-1.1,-6.0
CN(C)Cc1ccccc1Sc1ccc(O)cc1O,15.4,-1.7,95.0,1.5,-2.8,-2.0,-0.8,0.9,2.4,-9.1
CCCn1nc(C(=O)Nc2cc(OCC)c(N3CCOCC3)cc2OCC)c2ccccc2c1=O,-0.2,-1.8,94.0,·,-0.7,2.0,-1.2,13.4,3.5,3.7
O=C(Cn1nnc2ccccc2c1=O)Nc1ccc(S(=O)(=O)N2CCOCC2)cc1,12.8,3.0,104.7,-2.7,2.7,-1.4,-2.3,1.4,1.6,17.2*
O=C(CCCOc1ccc(Cl)cc1Cl)N1CCCc2ccccc21,11.2,-1.4,108.9,-3.4,-1.4,-9.9,·,-2.0,-0.4,1.7
Nc1cc(S(=O)(=O)N2CCOCC2)ccc1Oc1ccc(F)cc1,27.0,-0.1,116.7,6.7,-6.4,-2.0,-0.7,-2.3,0.7,-1.4
COc1ccc(-c2nc3ccccc3s2)cc1O,6.0,0.8,113.0,-0.5,-0.2,-5.8,-2.6,0.1,-0.3,-3.8
CNC(=O)c1sc(-c2ccc(Cl)cc2)nc1C,29.5,-1.3,·,-3.8,-4.9,-0.7,-2.1,-4.1,2.5,-11.0
Cc1nc(NCCCN2CCOCC2)c2cnn(-c3ccccc3)c2n1,-6.5,-0.4,88.6,36.0*,-2.9,0.1,-0.6,-0.6,3.4,-2.3
Cc1cccc(-c2ccc3c(c2)C2CC3CCN2C)c1 (configuration not stated),30.9,1.3,99.8,-12.7,1.5,-0.1,0.2,·,0.5,-4.7
COc1cc(OC)cc(C(=O)Nc2ccc(S(=O)(=O)Nc3ccccn3)cc2)c1,-6.6,-0.1,93.7,32.8*,-0.5,0.3,-0.4,-2.9,1.2,-4.1
O=[N+]([O-])c1ccc2nc(SCc3cn4cccnc4n3)[nH]c2c1,11.5,0.7,87.0,-3.1,0.7,2.3,-3.8,-0.8,-2.0,-2.9
COc1cccc(CNc2ccc3c(c2)CCC3)c1,-5.3,0.3,132.9,-2.7,-1.4,0.8,-2.9,3.4,3.1,1.2
CSCC[C@@H](Nc1nc(-c2ccccc2)nc2c1oc1ccccc12)C(=O)O,8.5,-3.2,102.6,·,-5.4,5.5,-4.4,4.8,5.8,-0.8
Cc1cccc(NC(=O)CSc2nc3sc(C)cc3c(=O)n2C)c1,-2.5,0.4,99.1,·,2.7,3.0,-1.5,-0.5,1.0,0.6
O=C(Cn1cnc2ccccc2c1=O)NCCC(=O)Nc1ccccc1C(F)(F)F,18.4,0.1,·,0.2,-1.9,-5.3,-1.5,0.3,-1.6,-11.8
Cc1ccc2c(CC(=O)N3CCN(S(=O)(=O)c4ccccc4)CC3)coc2c1,18.8,-0.1,92.3,-2.6,-3.1,0.0,-2.2,-0.7,3.0,-2.6
Cc1ccc(OCC(=O)NC2=NCCS2)cc1,0.2,0.1,93.3,0.6,-8.5,-4.0,0.3,-6.0,-6.8,3.7
CCN1CCN(C(=S)Nc2ccc3nc4n(c(=O)c3c2)CCCCC4)CC1,-1.0,1.4,108.6,8.0,2.0,0.0,0.5,4.4,0.4,-8.5

# (next part)
SMILES,Arr AP2 block,C-LANA FP,DSG3 Ab inh,CAL PDZ FP-1,Keap1 Nrf2 FP,DAGLB inhibitor,CAL PDZ FP-2,NSD2 inh,V-ATPase pH,Cardiac RTF inh
O=C(CN1CCN(Cc2ccc3c(c2)OCO3)CC1)Nc1ccc2c(c1)OCCO2,2.5,1.9,100.9,3.7,-2.4,-1.0,0.2,2.2,-0.2,-2.7
O=C(NNC1CC(=O)N(c2ccccc2)C1=O)c1ccco1 (configuration not stated),14.2,0.6,99.0,-1.0,-1.5,1.3,-1.2,-1.3,4.6,-1.9
CCc1nn2c(N)c(/C=C3\C=Nc4ccccc43)c(=O)nc2s1,10.6&-7.3,3.9,95.0&119.2,2.2,0.1,3.6,-0.4,0.0&0.5,3.9&1.7,-3.4
NC(=O)C1CCN(C(=O)c2cc(S(=O)(=O)N3CCN(c4ccccc4)CC3)ccc2Cl)CC1,-8.4,-1.2,98.1,·,2.5,3.1,0.0,-0.1,-4.4,-3.7
COc1cc(SC)ccc1C(=O)Nc1nc(C)cc(C)n1,4.8,6.3,116.1,-0.8,-2.7,0.8,0.5,-1.2,-0.8,2.2
Clc1ccc(N2CCN(/N=C/c3cccnc3)CC2)cc1,25.0,0.2,98.6,-4.0,-0.2,-1.2,-0.6,1.4,-4.4,-0.4
CCCC(=O)c1cc(F)c(N2CCN(C(=O)OCC)CC2)cc1C,-10.7,0.2,·,3.0,-3.8,-10.4,·,-1.7,5.3,-7.6
COc1ccc(CC(=O)O/N=C(\N)c2ccccn2)cc1OC,48.6,-0.1,97.6,-3.4,1.9,3.0,-2.6,-1.7,-1.2,-4.9
CCc1ccc(-c2nn(Cc3ccccc3)cc2C(=O)NCC2CCCO2)cc1 (configuration not stated),-7.0,0.3,83.0,-1.2,-2.6,-2.6,-1.4,-0.5,-0.7,6.1
NC(=O)c1nc(-c2ccco2)nc2c1[nH]c(=O)n2-c1ccc(Cl)c(Cl)c1,5.8,0.5,96.2,7.1,-0.6,-0.1,-0.5,-4.6,3.8,-4.5
O=C(NCc1ccco1)c1ccc(C(=O)NCc2ccco2)s1,-4.8,2.9,92.8,-2.3,2.8,-2.7,-1.1,-0.6,-4.1,-6.0
C(=N\n1cnnc1)/c1ccc2c(c1)OCCO2,20.7,-0.9,92.5,·,-1.0,-2.7,-1.0,-1.5,4.3,-8.0
Cc1nc(Sc2cccn2C)c(C(F)(F)F)c(=O)[nH]1,0.1,1.3,98.1,2.2,5.4,3.0,-0.4,4.2,-2.9,1.6
COc1cccc(NC(=O)CCC2CCN(C(=O)c3c(C)noc3C)CC2)c1,13.5,-0.5,102.3,·,-2.7,-1.9,1.1,0.7,-3.0,-7.0
COc1ccc(C)cc1NC(=O)c1cc(S(=O)(=O)N2CCCCC2)ccc1N1CCOCC1,9.3,-0.5,94.1,·,-1.4,-5.7,-2.2,3.0,4.4,-3.6
Cc1cccc(C)c1NC(=O)CN(c1c(C)cccc1C)S(C)(=O)=O,·,·,100.0,·,·,-1.9,·,0.3,-1.2,·
CCOc1cc(C(=O)N/N=C\c2cn(CC)nc2C)cc(OCC)c1OCC,0.2,-0.5,107.0,-2.9,-2.6,-1.8,-2.0,-2.0,-0.3,7.8
CCCNc1nc(-c2ccccc2)c(C(=O)OCC)cc1C#N,28.5,0.0,108.7,-4.7,-0.6,-12.2,0.3,-12.2,0.1,-2.4
Cc1cc(C)n2nc(SCC(=O)NC(=O)c3ccccc3Cl)nc2n1,-3.7,-0.5,103.2,-3.7,-0.5,-0.2,1.9,-0.1,9.8*,-9.6
Cc1ccc(SCCC(=O)OC(C)C(=O)Nc2ccccc2)cc1 (configuration not stated),0.0,-3.6,120.4,-2.7,0.4,-3.6,0.7,-2.7,-3.9,-11.3
CCN(CC)C(=O)c1ccc(Nc2nnc(C)c3ccccc23)cc1,17.6,-0.7,104.2,-0.2,4.2,2.7,-2.7,1.4,-3.1,-11.2
C=CCn1c(=NC(=O)c2cc(Cl)sc2Cl)sc2cc(S(N)(=O)=O)ccc21,4.1,-1.8,125.3,2.4,-9.1,2.1,-1.7,0.4,4.8,0.3
Cc1cccc(CCNC(=O)CCS(=O)(=O)c2ccc(Br)cc2)c1,5.4,1.6,105.7,-2.2,-2.9,-0.8,-3.0,-0.3,-1.7,-9.2
COc1ccc(C2=CSC3=NCCN23)cc1Cl,-9.7,2.0,109.5,-0.1,-3.5,-1.2,-0.4,-0.8,-1.2,4.2
N/C(=N\OC(=O)CC1CCCCC1)c1ccc(Cl)cc1,29.2,0.0,·,0.3,3.9,-2.3,-0.7,-2.4,1.0,-2.5
CC(=O)N1CCN(c2ccc(NC(=O)c3ccc([N+](=O)[O-])cc3)cc2)CC1,6.5,-0.6,95.0,0.3,-4.8,3.8,-25.4,0.2,3.0,4.9
COc1cc(C(=O)Nc2nnc(C3CC3)s2)ccc1OCc1c(C)noc1C,-5.6,1.2,101.3,-3.1,3.4,-1.2,13.2,-4.7,-2.7,-3.9

# Rewritten bar-delimited: five of the compounds above
SMILES | Arr AP2 block | C-LANA FP | DSG3 Ab inh | CAL PDZ FP-1 | Keap1 Nrf2 FP | DAGLB inhibitor | CAL PDZ FP-2 | NSD2 inh | V-ATPase pH | Cardiac RTF inh
Cc1cc(C)n2nc(SCC(=O)NC(=O)c3ccccc3Cl)nc2n1 | -3.7 | -0.5 | 103.2 | -3.7 | -0.5 | -0.2 | 1.9 | -0.1 | 9.8* | -9.6
Cc1ccc(SCCC(=O)OC(C)C(=O)Nc2ccccc2)cc1 (configuration not stated) | 0.0 | -3.6 | 120.4 | -2.7 | 0.4 | -3.6 | 0.7 | -2.7 | -3.9 | -11.3
CCN(CC)C(=O)c1ccc(Nc2nnc(C)c3ccccc23)cc1 | 17.6 | -0.7 | 104.2 | -0.2 | 4.2 | 2.7 | -2.7 | 1.4 | -3.1 | -11.2
C=CCn1c(=NC(=O)c2cc(Cl)sc2Cl)sc2cc(S(N)(=O)=O)ccc21 | 4.1 | -1.8 | 125.3 | 2.4 | -9.1 | 2.1 | -1.7 | 0.4 | 4.8 | 0.3
Cc1cccc(CCNC(=O)CCS(=O)(=O)c2ccc(Br)cc2)c1 | 5.4 | 1.6 | 105.7 | -2.2 | -2.9 | -0.8 | -3.0 | -0.3 | -1.7 | -9.2

# Not all compounds are listed (hit frequency here may not be typical).
